Source: PubChem
TRHR PAM: allosterically enhances the human TRH receptor; P34981; TRHR cells, fluo-8 calcium fluorescence, EC20 TRH enhancement; enhancement, % at 2 µM; hit rate 0.66% among 360,000; in the data active = enhancement above about 30%; note: 0% is about no effect
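TRHR-expressing cells loaded with fluo-8 calcium dye were read kinetically (ex 480/em 530) during compound addition, then stimulated with an EC20 of TRH (10 nM final). Enhancement of the Gq-mediated intracellular calcium response was scored.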
D2 ag: D2 dopamine receptor (human) agonism | activation, % at 2 µM | AID 485358 | HEK293 T-REx D2 cells, calcium flux agonist mode | P14416 | hit rate 0.53% among 340,000;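 active = activation over 3 SD above normal in the single-dose calcium agonist read, cut at about 30% in these data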; note: 0% is about no effect
Target sequence (P14416 whole entry, looked up): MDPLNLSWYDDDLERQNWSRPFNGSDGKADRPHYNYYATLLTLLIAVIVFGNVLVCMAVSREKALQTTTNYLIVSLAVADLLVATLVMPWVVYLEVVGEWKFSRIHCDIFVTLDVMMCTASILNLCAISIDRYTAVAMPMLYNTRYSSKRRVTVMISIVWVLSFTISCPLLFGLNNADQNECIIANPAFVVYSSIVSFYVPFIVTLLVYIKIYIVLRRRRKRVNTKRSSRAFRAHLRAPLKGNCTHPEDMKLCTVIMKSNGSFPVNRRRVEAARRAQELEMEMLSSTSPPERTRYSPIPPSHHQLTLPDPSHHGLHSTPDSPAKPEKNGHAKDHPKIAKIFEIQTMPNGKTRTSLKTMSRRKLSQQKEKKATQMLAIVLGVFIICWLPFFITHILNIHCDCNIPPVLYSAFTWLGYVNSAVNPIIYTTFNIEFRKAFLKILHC
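Tetracycline-induced HEK293 T-REx cells with force-coupled D2 receptor, plated overnight at 30 C, loaded with no-wash calcium dye. After a 10 s baseline, compound was pin-added and calcium flux read kinetically for 180 s; calcium rises flagged agonists.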
D1 antag: human D1 dopamine receptor antagonism | P21728 | HEK293 TREx D1 cells, calcium flux, dopamine EC80; stronger effect = lower value | activity change, negative = inhibition, % at 10 µM | hit rate 3.2% among 360,000; in the data active = activity change below about -30%; note: % is set by controls: 0 for no effect and ±100 for the full control effect
Target sequence (P21728 whole entry, looked up): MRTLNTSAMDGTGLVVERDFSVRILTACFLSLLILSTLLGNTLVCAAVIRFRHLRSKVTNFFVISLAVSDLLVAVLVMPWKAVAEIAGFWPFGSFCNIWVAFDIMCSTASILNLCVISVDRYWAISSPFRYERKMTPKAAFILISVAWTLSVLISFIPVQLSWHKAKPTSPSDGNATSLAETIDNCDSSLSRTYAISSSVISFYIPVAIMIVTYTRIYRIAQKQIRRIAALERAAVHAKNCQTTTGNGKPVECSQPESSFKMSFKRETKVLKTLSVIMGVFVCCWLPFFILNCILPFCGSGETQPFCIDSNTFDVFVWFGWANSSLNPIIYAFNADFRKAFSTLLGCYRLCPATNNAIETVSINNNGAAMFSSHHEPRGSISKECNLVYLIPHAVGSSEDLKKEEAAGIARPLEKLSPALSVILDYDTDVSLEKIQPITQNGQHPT
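After overnight tetracycline induction at 30 C, force-coupled D1 HEK293 cells took up a no-wash calcium dye at room temperature. Compounds were added and monitored 180 s, and the response to EC80 dopamine was then recorded.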
RXFP1 antagonist: antagonists of human relaxin receptor RXFP1; HEK293-RXFP1, relaxin-stimulated cAMP HTRF, 30 min; stronger effect = lower value; AID 1259400; activity change, negative = inhibition, % at 57.5 µM; hit rate 0.59% among 350,000; Q9HBX9;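 active = activity change of -60% or lower, but not beyond a set lower limit; inconclusive = change between -60% and -40%, or beyond the set limit; inactive = change above -40%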; note: % is set by controls: 0 for no effect and ±100 for the full control effect
D2 PAM: positively modulates the human D2 dopamine receptor allosterically; P14416; HEK293 T-REx D2, calcium flux, EC20 dopamine potentiation; potentiation, % at 10 µM; hit rate 0.34% among 340,000; AID 485347;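 active = potentiation over 3 SD above the plate norm, cut at about 30% in these data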; note: 0% is about no effect
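Tetracycline-induced HEK293 T-REx cells force-coupled to calcium signalling expressed D2; compounds were pin-added after a 10 s baseline, read kinetically 180 s, then an EC20 dopamine challenge followed with a further 180 s calcium read.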
D1 agonist: agonists of human D1 dopamine receptor; hit rate 1% among 360,000; activation, % at 2 µM; P21728; HEK293 T-REx D1 cells, calcium flux, agonist mode; in the data active = activation above about 30%; note: 0% is about no effect
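Inducible HEK293 T-REx D1 cells, force-coupled to calcium signalling, were plated at 4000 cells/well with tetracycline and held overnight at 30 C. After no-wash calcium dye loading, compound-evoked calcium rise over 180 s flagged agonists.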
D1 PAM: enhances dopamine response at the human D1 receptor; P21728; HEK293 TREx D1 cells, calcium flux, dopamine EC20 potentiation; potentiation, % at 10 µM; hit rate 0.036% among 360,000; in the data active = potentiation above about 30%; note: 0% is about no effect
D2 antag: D2 dopamine receptor (human) antagonism. hit rate 2% among 340,000. P14416. inhibition, % at 10 µM. HEK293 TREx D2 cells, calcium flux, dopamine EC80; in the data active = inhibition above about 30%; note: 0% is about no effect
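Tetracycline-induced HEK293 T-REx cells expressing D2 force-coupled to calcium signalling were dye-loaded, exposed to compound for 180 s, then challenged with an EC80 of dopamine; calcium flux was followed kinetically for a further 180 s.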
RXFP1 agonist: activates the human relaxin receptor RXFP1; Q9HBX9; HEK293T-RXFP1 cAMP TR-FRET, 30 min; response scale: percent of porcine relaxin response, buffer zero; Potency, µM (top dose mostly 57.5 µM), inactives show at the top dose activation, most hits filed as activators; hit rate 0.3% among 370,000; AID 2676; active = well fitted activation curve with a large enough effect; inconclusive = small, poorly fitted or top-dose-only effect; note: potency is the fitted concentration of half-maximal effect; % is set by controls: 0 for no effect and ±100 for the full control effect; nearly all actives have a fitted effect of over 60% in size; many of its hits are not listed in these tables
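Agonist response is measured as cAMP accumulation in an RXFP1-transfected HEK293T line under PDE4 inhibition. Values are scaled between buffer-only and 29 nM porcine relaxin, and EC50s come from standard Hill equation fits.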
* hit, by the source's call; u = inconclusive; x = no result given; & = joins results of further samples. These rows are one share of the data; rates above refer to the full screens.

Molecule	TRHR PAM	D2 ag	D1 antag	RXFP1 antagonist	D2 PAM	D1 agonist	D1 PAM	D2 antag	RXFP1 agonist
COc1ccc(NC(=O)CN(C)S(=O)(=O)c2cccc3nsnc23)cc1OC	-8	1.6	2	-3	13	3	-2	-5	1.7%
Cc1[nH]c2ccc(-c3nnc(SCC(=O)N4CCCc5ccccc54)o3)cc2c1C	3	0.4	-4	1	1	5	0	-8	2.8%
O=Cc1ccc(N2N=C(c3ccccc3)CC2c2ccccc2)cc1 (stereo not given)	-15	1.3	6	-9	-4	5	-12	24	4.9%
CC(CN1CCCCC1)OC(=O)COc1ccc(Cl)cc1 (stereo not given)	8	x	-6	-6	x	0	1	x	-0.4%
CCN(Cc1cc(=O)n2ccsc2n1)c1cccc2ccccc12	3	1.9	30	-5	9	4	1	8	1.5%
Cc1c(NS(=O)(=O)c2cc(Br)cc3c2N(C(=O)C2CC2)CC3)c(=O)n(-c2ccccc2)n1C	3	-0.1	6	-8	-3	2	-3	2	0.3%
CCOc1ccccc1NC(=O)CSc1nc2cc(O)ccc2c(=O)n1-c1ccc(OC)c(OC)c1	6	0.0	-7	-8	-3	5	0	10	1.1%
Cc1[nH]nc2c1C(c1cc(Br)cs1)C(C#N)=C(N)O2 (stereo not given)	1	0.4	8	0	9	4	-4	1	1.2%

Molecule	TRHR PAM	D2 ag	D1 antag	RXFP1 antagonist	D2 PAM	D1 agonist	D1 PAM	D2 antag	RXFP1 agonist
Cc1cc(S(=O)(=O)NCC(c2ccc3c(c2)OCO3)N2CCOCC2)ccc1F (stereo not given)	8	-0.5	29	x	2	-1	1	3	0.4%
O=C1Cc2cc(S(=O)(=O)N3CCN(c4cccc(Cl)c4)CC3)ccc2N1	2&-6	0.2&-1.2	-8&-15	8	12&0	5&-1	-10&0	-9	16%&1.7%
CCC(=O)c1ccc(N2CCCC2)c(F)c1	-2	1.0	2	-11	-7	-1	0	-33	1.6%
CCOc1ccc(CCNC(=O)c2cc(C)nn2-c2ccccc2)cc1	-4	-1.1	-5	-3	-1	1	3	-8	-1.5%
C/C(=N\NS(=O)(=O)c1ccc(C)cc1)c1cc2ccccc2oc1=O	0	x	27	-21	x	0	-7	x	3.7%
COc1ccc(OC)c(S(=O)(=O)N(C)CC(=O)N2CCCCC2)c1	-6	0.7	8	-3	6	1	3	-2	1.0%
COc1ccccc1CNC(=O)COC(=O)CC1CC2CCC1C2 (stereo not given)	2	0.3	-22	-4	3	0	-3	4	2.5%
CCC1(c2ccc(Cl)cc2)NC(=O)N(CC(=O)NC2CCCC(C)C2C)C1=O (stereo not given)	8	-0.4	-6	-10	8	2	-3	-2	-0.8%

Molecule	TRHR PAM	D2 ag	D1 antag	RXFP1 antagonist	D2 PAM	D1 agonist	D1 PAM	D2 antag	RXFP1 agonist
CCCCN(C(=O)/C=C/c1ccc(OC)cc1)C1CCS(=O)(=O)C1 (stereo not given)	6	-0.6	1	-1	5	0	-2	0	0.0%
Nc1cc(=O)[nH]c(SCc2nnc(-c3ccccc3)o2)n1	3	0.4	-12	-13	0	1	0	10	5.1%
O=C(CO/N=C/c1ccccc1OC(F)F)NCc1cccs1	1	0.2	4	-1	-3	1	1	3	0.7%
COC(=O)CSc1ccc(-c2nc3ccc(C)cc3[nH]2)cn1	0	-1.1	-14	-25	-2	0	-6	-1	3.1%
Cc1ccc(S(=O)(=O)N2CCN(C)CC2)cc1-c1nnc2c3ccccc3c(C)nn12	-3	-0.6	-33*	2	1	0	1	-3	12%
COc1ccc(-c2cc(C)no2)cc1S(=O)(=O)Nc1c(C)cc(C)cc1C	7	-0.5	9	u	11	3	-2	x	2.5%
Cc1ccc(C2NC(=O)c3ccccc3N2)s1 (stereo not given)	35*	x	-10	x	x	0	6	x	-0.1%
COc1ccc(NC(=O)N2CCC(c3ccccc3)C2)c(OC)c1 (stereo not given)	-5	-1.2	0	x	8	0	1	21	-0.1%

Molecule	TRHR PAM	D2 ag	D1 antag	RXFP1 antagonist	D2 PAM	D1 agonist	D1 PAM	D2 antag	RXFP1 agonist
O=C(COc1ccc(F)cc1)NC1CC(=O)N(c2ccc3c(c2)OCCO3)C1 (stereo not given)	4	-0.2	x	x	-20	-1	0	x	0.7%
CCN(CC)c1ccc(/C=N/NC(=O)c2ccco2)c(O)c1	6	1.0	-14	-2	-7	9	-1	-12	-1.8%
CCOC(=O)c1ccc2nc(C)c(CC)c(Cl)c2c1	-1	-1.9	32	-8	2	1	3	2	1.5%
O=C(OCC(=O)N1CCCC1)c1ccc(S(=O)(=O)Nc2ccccc2)cc1	9	2.1	-11	-5	2	5	-2	-27	-0.7%
O=C(COc1ccccc1F)Nc1ccc(Cl)c(-c2nc3ccccc3[nH]2)c1	3	0.8	-6	-15	-12	-1	-1	x	2.7%
CC(C)(C)c1cc(C(=O)Nc2ccc(F)cc2)n(Cc2ccc(F)cc2)n1	-7	1.3	-17	-24	-1	15	-14	-7	1.2%
O=C(NCc1ccc(Cl)cc1)c1ccc(Br)o1	9	-0.4	-2	x	-9	1	-3	19	-3.9%
O=c1ccc(/C=C/c2ccccc2)nn1Cc1ccc(Cl)cc1Cl	0	1.3	-3	-6	2	3	-1	-7	-1.3%

Molecule	TRHR PAM	D2 ag	D1 antag	RXFP1 antagonist	D2 PAM	D1 agonist	D1 PAM	D2 antag	RXFP1 agonist
CCOC(=O)c1nn(-c2ccc3ccccc3c2)cc1O	13	4.1	-30	0	-2	1	7	-6	-0.2%
O=[N+]([O-])c1cc(C(F)(F)F)ccc1N1CCCC(O)C1 (stereo not given)	6	0.0	4	-7	8	0	3	-10	0.7%
FC(F)(F)c1cccc(N2CCN(C(=S)NC3CCCC3)CC2)c1	-6	0.3	-17	-5	-12	1	-10	24	2.1%
COc1ccc(CNC(=S)Nc2ccccc2)cc1	-4	-1.6	-12	3	5	4	-6	-10	3.2%
O=S(=O)(NCC1CCC(NS(=O)(=O)c2c(F)cccc2F)CC1)c1ccc2c(c1)OCCO2 (stereo not given)	-8	x	-6	x	x	5	-4	x	2.0%
O=C(c1ccco1)n1nc(-c2ccco2)nc1SCc1ccccc1	12	0.9	-7	5	12	0	-3	9	4.7%
O=C(Nc1ccc(Nc2ccccc2)cc1)C(Cl)Cl	-1	0.2	-20	-5	-12	3	-5	-16	0.9%
CCC(C)(C)C(=O)O	4	-0.1	x	x	5	3	-4	-10	1.9%

Molecule	TRHR PAM	D2 ag	D1 antag	RXFP1 antagonist	D2 PAM	D1 agonist	D1 PAM	D2 antag	RXFP1 agonist
O=C(c1cccs1)N1CCCC(c2nc(-c3ccc(F)cc3)no2)C1 (stereo not given)	-2	-0.9	-4	0	9	0	-5	18	0.0%
CCOC(=O)c1cc(=O)n(Cc2ccccc2C)c2ccccc12	17	1.3	-11	-3	-8	6	-3	-5	-0.2%
Cn1c(SCC(=O)N/N=C/C=C\c2ccccc2[N+](=O)[O-])nc2ccccc21	1	1.1	-3	17	-10	0	-5	-18	2.2%
C=CCn1c(O)c(N=O)c2cc(C)ccc21	11	0.2	-4	13	8	1	-4	-6	-4.4%
Cc1ccc(Cn2ccc(-c3cnc(-c4ccccc4)s3)n2)cc1	-7	0.0	-17	-4	-1	2	-2	-8	5.6%
O=C(NCCCN1CCOCC1)c1csc2c1CCCC2	-9	-1.5	-1	5	5	3	0	-7	0.1%
Cc1nnc(NC(=O)CSc2ccc(-c3cccnc3)nn2)s1	6	-0.9	2	18	-2	-1	6	1	23%
CCCc1nc(SCC(=O)c2ccc(OC)cc2)c2c(=O)n(C)c(=O)n(C)c2n1	2	-0.1	6	x	7	2	-5	1	1.4%

Molecule	TRHR PAM	D2 ag	D1 antag	RXFP1 antagonist	D2 PAM	D1 agonist	D1 PAM	D2 antag	RXFP1 agonist
COc1ccc(C(CNC(=O)c2ccco2)N2CCCC2)cc1 (stereo not given)	8	0.8	22	11	-6	5	-2	0	-1.0%
CCCCSCCCNC(=O)c1cn(CC)c2ccc(S(=O)(=O)N3CCCCCC3)cc2c1=O	-3	1.0	-2	x	x	8	4	x	6.3%
Cc1nc(/C=[N+](\[O-])C(C)(C)/C=N/O)n(O)c1C	-2	1.2	3	1	12	0	-3	15	0.0%
O=C(Nc1nc(-c2ccc(Cl)cc2Cl)cs1)C1CCCO1 (stereo not given)	3	-0.1	7	-38	6	1	0	-7	-0.4%
COc1ccc(C(=O)Nc2cc(OC)c(NC(=O)c3ccco3)cc2OC)cc1	23	-0.6	-14	-10	13	0	3	-5	-2.2%
COc1ccc(O)c(/C=N/Nc2nc3ccccc3[nH]2)c1	2	-0.4	-1	1	10	4	12	-5	1.9%
O=C(CNc1cccc2ccccc12)N/N=C/c1ccc[nH]1	5	-0.4	-12	u	-6	1	-8	-4	0.0%
O=C1CC[C@@H](CN(Cc2ccccn2)Cc2nc(Cc3cccc(C(F)(F)F)c3)no2)N1	-7	0.7	-8	-12	-10	4	-3	-23	-1.2%

Molecule	TRHR PAM	D2 ag	D1 antag	RXFP1 antagonist	D2 PAM	D1 agonist	D1 PAM	D2 antag	RXFP1 agonist
CC(=O)c1cccc(NS(=O)(=O)c2cc3c(cc2C)N(C(C)=O)CCO3)c1	0&-2	0.2&1.3	3&7	7&10	7&-8	0&2	1&-1	-9	0.6%&2.7%
CCOc1ccc(NC(=O)Nc2nc3ccc(S(C)(=O)=O)cc3s2)cc1	58*	0.3	-2	-24	-3	0	1	0	u
COc1ccc(CN2CCN(C(=O)c3ccco3)CC2)cc1	-11	87*	-8	4	-20	4	-10	87*	2.4%
CCOc1cc(C(=O)Nc2ccc(N3CCN(S(C)(=O)=O)CC3)cc2)cc(OCC)c1OCC	-1	-1.0	11	-10	4	1	5	-8	2.1%
COc1ccc(CCNc2nccn(-c3ccc(C)c(C)c3)c2=O)cc1OC	14	-1.0	-44*	x	4	4	-4	x	0.1%
COc1ccc(S(=O)(=O)N(C)C2(C)CCS(=O)(=O)C2)cc1OC (stereo not given)	4	0.7	-4	-7	12	2	0	-1	1.9%
COc1ccccc1NS(=O)(=O)c1cccc(C(=O)N2CC(C)OC(C)C2)c1 (stereo not given)	2	-0.4	7	-3	0	1	-6	-7	1.9%
COc1ccc(S(=O)(=O)N(CC(=O)NCCC(C)C)c2ccccc2)cc1OC	-4	0.5	0	4	4	0	2	6	0.5%

4 compounds out of the list, ordered by number of heavy atoms, lowest first:
Molecule	TRHR PAM	D2 ag	D1 antag	RXFP1 antagonist	D2 PAM	D1 agonist	D1 PAM	D2 antag	RXFP1 agonist
CC(CN1CCCCC1)OC(=O)COc1ccc(Cl)cc1 (stereo not given)	8	x	-6	-6	x	0	1	x	-0.4%
Cc1ccc(Cn2ccc(-c3cnc(-c4ccccc4)s3)n2)cc1	-7	0.0	-17	-4	-1	2	-2	-8	5.6%
COc1ccc(C(=O)Nc2cc(OC)c(NC(=O)c3ccco3)cc2OC)cc1	23	-0.6	-14	-10	13	0	3	-5	-2.2%
Cc1[nH]c2ccc(-c3nnc(SCC(=O)N4CCCc5ccccc54)o3)cc2c1C	3	0.4	-4	1	1	5	0	-8	2.8%
